# ASAP1 inh: inhibitors of human ASAP1 ArfGAP activity, primary screen, biochemical, fluorescence polarization; Arf-GAP with SH3 domain, ANK repeat and PH domain-containing protein 1 (Homo sapiens), …; ASAP1-stimulated ARF1 GTP hydrolysis, GDP FP detection; inhibition, % at 16.5 µM; hit rate 0.19% among 360,000; in the data active = inhibition above about 25%;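 also: 0% = vehicle with enzyme and substrate and 100% = no enzyme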
# Target sequence (Q9ULH1 325-724 limits assumed): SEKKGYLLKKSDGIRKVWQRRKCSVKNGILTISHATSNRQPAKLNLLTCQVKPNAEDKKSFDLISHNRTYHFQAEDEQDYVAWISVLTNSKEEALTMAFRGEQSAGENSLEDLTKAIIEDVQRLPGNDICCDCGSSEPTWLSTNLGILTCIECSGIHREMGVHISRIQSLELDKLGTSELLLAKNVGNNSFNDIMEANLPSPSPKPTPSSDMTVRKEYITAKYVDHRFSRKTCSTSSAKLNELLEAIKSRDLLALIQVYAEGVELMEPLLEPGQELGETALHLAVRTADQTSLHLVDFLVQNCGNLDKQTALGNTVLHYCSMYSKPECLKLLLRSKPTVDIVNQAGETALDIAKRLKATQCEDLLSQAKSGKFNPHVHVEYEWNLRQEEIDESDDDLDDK
# DDE Tn6 FP inh: inhibitors of Tn6 peptide binding to fibrin DD(E), primary screen, biochemical, fluorescence polarization, human fibrin, Tn6 probe | Fibrinogen beta chain (Homo sapiens), P02675 | Fibrin DD(E) TRITC-Tn6 fluorescence polarization displacement | inhibition, % at 8.3 µM | hit rate 0.21% among 370,000;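 active = inhibition above a per-campaign cutoff: mean of compounds within control limits plus 3 SD, cut at about 15% in these data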;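 also: 0% = median of all compound wells on the plate and 100% = blocking peptide control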
# ARFGAP1 inh: inhibitors of rat ARFGAP1 GAP activity, primary screen, biochemical, fluorescence polarization, GDP tracer | ADP-ribosylation factor GTPase-activating protein 1 (Rattus norvegicus), Q62848 | Arfgap1-stimulated ARF1 GTP hydrolysis, GDP FP detection | inhibition, % at 16.5 µM | hit rate 0.26% among 360,000;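 active = inhibition above a per-plate limit, mean inhibition of low control wells plus 3 SD, cut at about 25% in these data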;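 also: 0% = DMSO wells with enzyme and 100% = wells lacking Arfgap1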
#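 Replicates: Single well per compound | Assay system: Truncated rat Arfgap1 GAP domain | Control set: No-Arfgap1 wells (100%) versus DMSO full-reaction wells (0%) | Times: Enzyme reaction 120 min at 25 °C after 20 min preincubation | Reagent: Human ARF1(Δ1-17)-GTP substrate | Measured by: Tracer-displacement fluorescence polarization with EDTA stop, 620/688 nm | Measure: Percent inhibition of Arfgap1-stimulated GTP hydrolysis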
# UHRF1 MBD2 ctr: UHRF1 methylated DNA binding inhibitors, primary screen, counter-screen for MBD2 inhibitor project, biochemical, TR-FRET, human UHRF1, single concentration. AID 687016, 2013. hit rate 0.75% among 370,000. inhibition, % at 4.4 µM. E3 ubiquitin-protein ligase UHRF1 (Homo sapiens), Q96T88. UHRF1 binding to methylated oligo; in the data active = inhibition above about 21%;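 also: UHRF1 SRA domain binding a hemimethylated CpG hairpin DNA probe; 0% = median of test compound wells and 100% = reference inhibitor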
# ADAM17 inh: ADAM17 inhibitors, primary screen, biochemical, QFRET | hit rate 0.83% among 370,000 | Disintegrin and metalloproteinase domain-containing protein 17 (Homo sapiens), P78536 | recombinant ADAM17, EDANS/DABCYL FRET peptide cleavage | AID 720648, 2013 | inhibition, % at 6.95 µM;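 active = inhibition above the mean of compounds lying between control limits plus 3 SD, set per campaign, cut at about 8.5% in these data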;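 also: 0% = DMSO-only wells as the low control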
# Tn7 DDE FP: inhibitors of Tn7 peptide binding to fibrin DD(E), primary screen, biochemical, fluorescence polarization, human fibrin, Tn7 probe | AID 720508, 2013 | hit rate 0.13% among 370,000 | inhibition, % at 8.3 µM | FP displacement of FITC-Tn7 peptide from fibrin DD(E); 0% = median of compound wells per plate | Fibrinogen beta chain (Homo sapiens), P02675;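 active = inhibition above the mean of compounds falling within the control limits plus 3 SD of them, cut at about 14% in these data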;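 also: 0% = plate median of compound wells and 100% = 10 µM Aha-Tn7 peptide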
#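 Assay system: Human clot-derived fibrin DD(E) complex | Buffer or medium: Tris/NaCl/CaCl2 buffer, pH 7.8 | Repeats: One replicate per compound | Benchmarks: Aha-Tn7 high control | Measure: % inhibition scaled between sample-field median and high-control FP | Schedule: 10 min plus 3 h, room temperature | Signal: Fluorescence polarization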
# PLCb3 inh: human PLC-beta3 inhibitors, primary screen, biochemical, fluorescence; Purified PLC-beta3, fluorogenic substrate; inhibition, % at 12.2 µM; hit rate 0.18% among 370,000; in the data active = inhibition above about 11%;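 also: 0% = median of compound wells on plate and 100% = full blocker control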
# MBD2 inh: inhibitors of MBD2 binding to methylated DNA, primary screen, biochemical, TR-FRET, DNA-binding domain, human | MBD2 binding to methylated oligonucleotide | inhibition, % at 4.4 µM | hit rate 0.31% among 370,000 | AID 686964, 2013; in the data active = inhibition above about 13%
# Target sequence (Q9UBB5 whole entry, looked up, the tested form may be a part): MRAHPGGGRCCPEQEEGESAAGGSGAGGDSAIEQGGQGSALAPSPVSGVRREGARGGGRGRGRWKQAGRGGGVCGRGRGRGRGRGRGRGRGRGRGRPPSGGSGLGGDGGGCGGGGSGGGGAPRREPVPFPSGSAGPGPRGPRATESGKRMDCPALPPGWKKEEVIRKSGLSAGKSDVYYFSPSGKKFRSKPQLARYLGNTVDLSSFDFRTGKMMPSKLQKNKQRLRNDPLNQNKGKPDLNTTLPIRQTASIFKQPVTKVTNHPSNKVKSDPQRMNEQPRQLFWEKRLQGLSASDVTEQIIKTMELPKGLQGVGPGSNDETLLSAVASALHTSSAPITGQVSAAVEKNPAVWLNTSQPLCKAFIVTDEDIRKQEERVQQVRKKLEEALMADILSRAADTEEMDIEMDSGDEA
# PLC-gamma1 inh: PLC-gamma1 enzyme inhibitors, primary screen, biochemical, fluorescence, purified enzyme. inhibition, % at 12.2 µM. AID 720700, 2013. 1-phosphatidylinositol 4,5-bisphosphate phosphodiesterase gamma-1 (Homo sapiens), P19174. fluorogenic substrate. hit rate 0.84% among 370,000; in the data active = inhibition above about 9.5%
# KLK7 zymogen act: proKLK7 zymogen activators, primary screen, biochemical, fluorescence intensity; hit rate 0.9% among 370,000; activation, % at 7 µM; AID 652039, 2013; purified proKLK7, EDANS-DABCYL substrate fluorescence; 100% is mature enzyme control, 0% vehicle; Kallikrein-7 (Homo sapiens), P49862;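 active = activation above the mean of all tested compounds plus 3 SD, computed per campaign excluding outliers beyond control limits, cut at about 13% in these data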
# Target sequence (P49862 whole entry, looked up): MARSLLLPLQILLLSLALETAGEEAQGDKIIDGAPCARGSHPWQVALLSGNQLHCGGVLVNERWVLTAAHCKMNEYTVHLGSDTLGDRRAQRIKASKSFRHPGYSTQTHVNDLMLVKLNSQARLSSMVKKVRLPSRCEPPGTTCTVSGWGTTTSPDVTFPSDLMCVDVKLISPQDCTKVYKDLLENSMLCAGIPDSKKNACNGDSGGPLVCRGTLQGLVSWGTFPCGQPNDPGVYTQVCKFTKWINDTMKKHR
# * marks the source's active call; other numbers are inactive results; i = inactive; · = no result given.
SMILES,ASAP1 inh,DDE Tn6 FP inh,ARFGAP1 inh,UHRF1 MBD2 ctr,ADAM17 inh,Tn7 DDE FP,PLCb3 inh,MBD2 inh,PLC-gamma1 inh,KLK7 zymogen act
COc1ccccc1-c1cccc2c3c([nH]c12)[C@@H]1C[C@H]2[C@@H](CN1CC3)[C@H](C)ON2C,·,11,·,1,-9,4,-41,4,-34,0.4
CC(C)Cc1nnc(NC(=O)Cc2cccs2)s1,2,-5,2,-1,-3,-4,-12,1,-10,-0.2
O=S(=O)(Oc1ccccc1/C=N/n1cnnc1)c1ccccc1,-9,1,-6,4,-1,-2,4,1,0,0.8
CC(C)CNS(=O)(=O)c1ccc(CCC(=O)NC2CCCC2)cc1,3,3,-3,-3,-1,1,-3,1,3,0.5
CCC1(c2ccccc2)NC(=O)N(CC(=O)Nc2cccc(C#N)c2)C1=O (stereo unspecified),4,-6,-4,1,-1,1,9,-3,1,-0.3
O=[N+]([O-])c1ccc(N2CCN(c3ccccc3O)CC2)c(Cl)c1,5,-4,5,1,6,1,3,2,2,0.7
CCn1c(Oc2cccc(Br)c2)nc2c1c(=O)n(C)c(=O)n2C,-14,10,2,1,-2,3,-3,-1,0,0.3
CCC(=O)NC(=S)Nc1ccc(OC)cc1OC,11,-3,9,2,3,-9,-2,-1,2,-0.2
CC1C(=O)CCCCCCCCCC2C1(N1CCOCC1)CS2(=O)=O (stereo unspecified),4,-7,-1,4,0,1,-5,3,-2,0.5
Cc1c(C2Nc3ccccc3C2C)[nH]c2ccccc12 (stereo unspecified),4,0,15,-1,-8,-7,-23,-1,-14,-0.7
COc1cccc(NC(=O)Nc2nnc(Cc3ccccc3)s2)c1,-12,9,-1,-4,2,1,-1,-9,3,-0.7
COc1ccc([C@H]2N[C@]3(CCCN(Cc4ccc(Cl)cc4)C3=O)[C@H]3C(=O)N(Cc4ccccc4)C(=O)[C@@H]23)cc1,-18,-3,-11,-1,4,0,6,-4,1,0.0
COc1ccc(C(=O)NC(C)(C)C)cc1S(=O)(=O)N1CCCC1,-10,4,-1,-2,-1,6,0,-5,2,-0.2
Cc1ccc(CN(C)C(=O)c2ccccc2NC(=O)c2ccccc2)o1,-1,-5,-3,1,-2,5,-18,5,2,0.0
Cc1cccc(NC(=O)C(c2cccc([N+](=O)[O-])c2)N2CCCCC2)c1 (stereo unspecified),12,-3,0,2,1,-3,1,-6,3,0.3
CCOC(=O)[C@]12CCCC=C1N(CCCOC)C(=O)[C@@H]2CC(=O)N1CCSCC1,·,-1,·,-2,8,-5,1,1,9,0.0
O=C(NCc1ccccc1)C1CCCN(S(=O)(=O)c2cccc3nonc23)C1 (stereo unspecified),-5,3,2,-2,-2,-6,-1,0,-2,-0.4
CC(=O)c1nnn(-c2nc(N3CCCC3)nc(N(c3ccccc3)c3ccccc3)n2)c1C,-15,0,1,0,-6,4,2,-4,0,0.0
O=C(CSc1ncccn1)NC(=O)NC1CCCC1,-8,8,4,-1,0,-3,5,-3,0,0.0
CCCCN(CC)CCCNC(=O)Cn1nc(Cc2ccncc2)c2ccccc2c1=O,11,1,8,-4,-2,-2,2,-4,2,-0.2
Cc1ccc(-c2nc3ccccc3[nH]2)cc1N,-4,-5,-4,-4,-168,1,-146,0,-134,-1.5
O=C(Nc1ccc(Cc2ccncc2)cc1)C1CCC(N2C(=O)C3CC=CCC3C2=O)CC1 (stereo unspecified),11,-2,12,2,-1,0,1,-2,1,0.8
Cc1ccnc(NC(=O)c2ccc(OCc3c(C)noc3C)cc2)c1,1,2,-2,-2,-5,3,-4,-3,1,0.4
CC(C)c1ccc(/C=C2\NC(=S)N(Cc3cccnc3)C2=O)cc1,1,-9,11,1,-5,5,-3,3,0,0.5

# A few values from the list:
# Cc1cccc(NC(=O)C(c2cccc([N+](=O)[O-])c2)N2CCCCC2)c1 (stereo unspecified) in KLK7 zymogen act shows 0.3
# O=C(NCc1ccccc1)C1CCCN(S(=O)(=O)c2cccc3nonc23)C1 (stereo unspecified) in ADAM17 inh shows -2

# Carrying on.
SMILES,ASAP1 inh,DDE Tn6 FP inh,ARFGAP1 inh,UHRF1 MBD2 ctr,ADAM17 inh,Tn7 DDE FP,PLCb3 inh,MBD2 inh,PLC-gamma1 inh,KLK7 zymogen act
O=C(NC(=S)Nc1ccccc1F)c1ccc(Br)o1,1,0,9,-2,-3,-2,0,3,0,-0.6
CCN(C(=O)c1cccc2c1-c1ccccc1C2=O)c1ccccc1,·,1,·,2,4,3,-3,3,-3,-0.6
O=S(=O)(Nc1ccc2c(c1)OCO2)c1ccccc1,0,-1,4,-1,-1,8,3,-4,1,0.1
Cc1ccc(C)c(NC(=S)/C(=C(\[O-])c2ccc(Cl)s2)[n+]2ccccc2)c1,4,-2,-6,-3,-4,5,-10,-3,-4,-0.8
COCCNC(=O)CN1CCOc2ccccc21,-3,-6,-4,2,-1,3,-1,3,1,0.2
CN(C(=O)CSc1nnc(-c2cccs2)n1C1CC1)C1CCS(=O)(=O)C1 (stereo unspecified),-2,-8,5,6,-9,-7,2,4,6,-0.2
NS(=O)(=O)c1ccc(CCNC/C=C/c2ccccc2)cc1,-9,-3,5,1,-2,-4,-2,4,0,-0.1
O=C(CC1C(=O)NCCN1C(=O)Nc1ccccc1)Nc1ccc2c(c1)OCO2 (stereo unspecified),0,4,4,1,-2,2,4,2,3,0.8
O=C(COc1ccccc1Cl)N(Cc1ccco1)C1CCS(=O)(=O)C1 (stereo unspecified),2,-9,14,-1,-4,1,-1,3,-1,0.4
COc1ccc(OC)c(NC(=O)c2ccc(NC(C)=O)cc2)c1,-4,5,-5,-1,-2,2,-1,4,0,0.2
O=C1OCCN1N1CCOC1=O,-2,6,4,2,-1,-3,5,-6,-5,0.2
C=CCNCc1ccc(OC)cc1OC,·,4,·,0,-3,8,-2,4,0,-0.2
COc1cccc(NC(=O)c2cc(-c3ccc(C)o3)nc3ccccc23)c1,8,-9,5,5,-28,-2,i,-2,-399,-19
CCOC(=O)C1(Cc2cccc(OC)c2)CCN(CC(O)CO)CC1 (stereo unspecified),1,-3,-5,-1,-6,0,-7,-1,1,0.3
Cc1nnc(SCC(=O)Nc2ccc3c(c2)OCCO3)n1CC1CCCO1 (stereo unspecified),-3,-3,2,6,-3,3,0,8,-2,-0.1
CC(C)N1C(=O)C2(OCCCO2)c2cc(Br)ccc21,-4,1,1,-2,-6,-2,-7,-1,0,-0.1
CC(=O)OC1c2ccccc2C(=O)N1c1ccccc1C (stereo unspecified),-3,1,5,1,2,-2,6,-3,5,0.4
CCCCC(CC)CNC(=O)CCS(=O)(=O)c1cccc2nsnc12 (stereo unspecified),-3,-7,4,4,2,1,-1,-3,6,0.1
CN(C)Cc1ccccc1CNC(=O)c1ccc(Cl)c(S(=O)(=O)NC2CC2)c1,-10,-1,12,0,-4,-6,-1,1,-1,0.1
CCOC(=O)CCc1nc2ccccc2[nH]c1=O,9,-1,8,5,-72,-6,-35,5,-37,-0.3
COc1ccc(-c2cc(=O)oc3cc(OCC(=O)NCC(O)c4ccccc4)ccc23)cc1 (stereo unspecified),9,0,-1,-3,0,2,-2,2,-1,-0.7
CC(=O)NCCOc1nc(N(C)C)nc(N2CCOCC2)n1,14,0,-2,0,-3,-4,1,2,4,0.9
O=C(C(c1ccccc1)c1ccccc1)N1CC[C@@]2(O)CCCC[C@H]2C1,-5,13,-5,-2,-2,6,-5,-5,0,0.3
CCOc1cccc(C(=O)N/N=C/c2ccoc2)c1,-16,0,9,-1,-2,-1,-9,0,1,0.9
CN(C)c1nc(NCc2ccccc2)nc(N/N=C/c2ccc3c(c2)OCO3)n1,0,6,2,-1,-1,2,-1,-4,-3,-0.5
COc1ccc2c(c1)[C@H]1[C@H](CO2)[C@H](c2ccccc2)[C@]2(C)C(=O)Nc3ccccc3C(=O)N12,5,-3,4,-1,6,6,1,-1,-4,-0.7
COC(=O)C1CCCCN1C(=O)CCc1nnc(CCc2c[nH]c3ccccc23)o1 (stereo unspecified),-5,3,-2,-1,0,5,5,2,0,-0.1
Cn1cccc1C(=S)N=P(C1CCCCC1)(N1CCOCC1)N1CCOCC1,8,4,6,-7,0,-1,-5,-7,2,0.2
O=C(NC1CCCC1)c1cccc(Oc2ccccc2)c1,-1,4,-1,9,2,-6,0,2,4,-0.5
CCC(C)(C(=O)NC1CCCC1)N(C(=O)CC1NC(=O)NC1=O)c1c(C)n(C)n(-c2ccccc2)c1=O (stereo unspecified),-2,-10,-8,2,-4,0,-3,-1,1,0.1
COc1ccc(N2CCN(CCCNC(=O)Cn3c(=O)c4cccn4c4cccnc43)CC2)cc1,-15,8,4,-2,-8,-4,-18,1,-7,-0.1
COc1ccc(/C=C2/C(=O)N(CC3CCCO3)C(=S)N2C)c(OC)c1 (stereo unspecified),12,-3,-1,-3,4,2,-3,-5,-3,-0.1
Cc1ccc(C(O)C(=O)c2ccco2)cc1 (stereo unspecified),-1,4,2,-1,-6,1,0,4,0,0.0
COc1ccc(CC(=O)N(C)C2CCCCC2)cc1S(=O)(=O)N1CCOCC1,8,7,-9,-2,-3,0,-6,2,-2,-0.1
O=C(C1CCC(=O)N(C2CCCC2)C1)N1CCN(Cc2cccc(Cl)c2)CC1 (stereo unspecified),-6,-11,2,1,-1,-1,-8,3,-2,0.5
C/C=C(/CCC1NCCc2c1[nH]c1ccccc21)[Si](C)(C)C (stereo unspecified),0,-2,-5,-2,-22,1,-161,-2,-134,1.9
COc1cccc(C(C(=O)NC2CCCCC2)N(Cc2ccco2)C(=O)c2ccccn2)c1 (stereo unspecified),8,7,2,7,-1,4,-4,-7,-1,-0.2
CC1Cc2ccccc2N1C(=O)COC(=O)c1n[nH]c(=O)c2ccccc12 (stereo unspecified),-3,0,0,2,1,-6,4,-3,3,0.3
CCCc1cc2c(cc1NC(=O)c1ccc(Br)cc1)OCO2,-7,-2,-14,-4,-2,5,1,-3,-1,0.3
